Screening results (PubChem)
GPR55 beta-arrestin – GPR55 agonists via beta-arrestin recruitment, primary screen, imaging, U2OS cells, beta-arrestin-GFP redistribution (AID 1961). hit rate 0.048% among 290,000. U2OS GPR55 beta-arrestin-GFP redistribution imaging; higher % means a stronger effect. activation, % at 10 µM, or EC50 in µM where a hit was titrated;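 active = activation above 40% with more than 50 cells counted in the well; inconclusive = wells holding fewer than 50 cells, flagged as toxic or sparse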;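 note: U2OS osteosarcoma cells stably expressing GPR55 and beta-arrestin-GFP; plate controls were DMSO negative control for no effect and LPI positive control for full effect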
Rac1 GTP hydrolysis – MgcRacGAP GTPase-activating activity inhibitors, confirmation, biochemical, ADP Hunter fluorescence | MgcRacGAP-stimulated Rac1 GTP hydrolysis, ADP Hunter fluorescence; higher % means a stronger effect; GST-tagged Rac1 F28L mutant substrate | inhibition, % at 30 µM, or IC50 in µM where a hit was titrated | hit rate 0.6% among 340,000;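 active = first-screen hits whose inhibition reached a set limit at any dose in the follow-up dose series; inconclusive = inhibition above the set first-screen limit but never retested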;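 note: fluorescence reports GDP produced by GAP-driven GTP hydrolysis; strong numbers were not always called active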
KOR beta-arrestin-1 – KOR antagonists, beta-arrestin recruitment, cell-based, luminescence, uHTS (AID 1778); hit rate 0.091% among 290,000; one-dose inhibition, % at 10 µM; IC50 in µM for titrated hits; KOR beta-arrestin recruitment, luminescence, antagonist mode; higher % means a stronger effect; note: strong numbers were not always called active
SV40 large T antigen – SV40 large T antigen inhibitors, biochemical (AID 1903); SV40 large T antigen ATPase/helicase inhibition assay; higher % means a stronger effect; inhibition, % at 20 µM; hits with a dose series show IC50 in µM; hit rate 0.39% among 310,000; in the data active = a potency from the dose series; inconclusive = inhibition mostly from about 32% at the one dose, without a potency; inactive = the rest, 99 in 100 with inhibition below about 32%; note: strong numbers were not always called active
GPR55 antagonists – inhibition of LPI-stimulated GPR55 beta-arrestin translocation – imaging, U2OS, beta-arrestin-GFP, LPI agonist, primary screen (AID 2013); U2OS GPR55 beta-arrestin-GFP translocation imaging, LPI antagonism; higher % means a stronger effect; inhibition, % at 10 µM; hits with a dose series show IC50 in µM; hit rate 0.13% among 290,000;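 active = spots per cell inhibited over 60%, with over 100 cells counted and total cytoplasm intensity under 500,000; inconclusive = wells with under 100 cells, flagged as likely toxic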;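 note: U2OS cells stably carrying GPR55 and arrestin-GFP stimulated by 5 µM LPI near EC80; imaged beta-arrestin-GFP aggregate spots per cell after agonist stimulation; plate controls were LPI-stimulated DMSO wells for no effect and DMSO wells without LPI for full effect; some results filed as inactive read as strong as hits; confirmed hits need IC50 under 10 µM and bright autofluorescent wells are also inconclusive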
KOR beta-arrestin-2 – KOR agonists, beta-arrestin recruitment, primary screen, cell-based, luminescence, uHTS (AID 1777) | KOR beta-arrestin recruitment, luminescence; higher % means a stronger effect | activation, % at 10 µM; hits with a dose series show EC50 in µM | hit rate 0.02% among 280,000; in the data active = activation above about 50%, passing the limit was not always enough; note: a part of the inactive calls stands beside numbers as strong as those of hits
NOD1 inhibition – inhibition of NOD1-driven NF-kB reporter – cell-based, luminescence, uHTS, primary screen (AID 1578). NOD1-driven NF-kB luciferase reporter cells, luminescence; higher % means a stronger effect. inhibition, % at 4 µM; hits with a dose series show EC50 in µM. hit rate 1% among 290,000; in the data active = inhibition mostly above about 36%, no sharp cut-off; inactive = mostly below about 34%;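 note: HEK-293T reporter cells stimulated with the NOD1 agonist gamma-tri-DAP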
NOD2 inhibition – inhibition of NOD2-driven NF-kB reporter – cell-based, luminescence, uHTS, HEK293 (AID 1566) | hit rate 0.63% among 290,000 | one-dose inhibition, % at 4 µM; EC50 in µM for titrated hits | HEK293 NOD2/NF-kB luciferase reporter, luminescence; higher % means a stronger effect; note: many of its hits are not listed in these tables
HIV fusion peptide – inhibitors of HIV fusion peptide binding, primary screen, biochemical, uHTS, fluorescence dequenching (AID 1986). cell-free peptide binding, fluorescence dequenching, 30 min; higher % means a stronger effect. hit rate 0.3% among 290,000. inhibition, % at 20 µM; hits with a dose series show IC50 in µM; in the data active = inhibition mostly above about 52%, no sharp cut-off; inactive = mostly below about 76%; note: some results filed as inactive read as strong as hits
Numbers without * were called inactive; ? = inconclusive; . = no result given; & = joins results of further samples; [ ] = dose if it differs, or a comment. Cut-off read from the data, not from the text of the source, unless noted: active = inhibition above about 50%; inactive = the rest.

SMILES	GPR55 beta-arrestin	Rac1 GTP hydrolysis	KOR beta-arrestin-1	SV40 large T antigen	GPR55 antagonists	KOR beta-arrestin-2	NOD1 inhibition	NOD2 inhibition	HIV fusion peptide
FC(F)(F)c1cnc(N2CCC(=NOCc3ccc(Cl)cc3)CC2)c(Cl)c1	0.2%	4%	11%	14%	1%	-1.5%	17%	7%	-0.9%
COc1ccccc1-c1c(C(F)(F)F)oc2cc(OCC(=O)Nc3cc(C)ccc3C)ccc2c1=O	0.5%	.	10%	0%	0%	-0.5%	13%	-3%	0.0%
Oc1ccc(-c2nc3ncccn3c2Nc2ccc3c(c2)OCO3)cc1	0.3%	?	-34%	16µM*	13%	0.1%	-11%	10%	8.9%
CS(=O)(=O)N(CCc1ccccc1)CC(=O)NCc1ccc(Cl)cc1	0.2%	3%	-33%	4%	-6%	-2.4%	-29%	10%	1.6%
CC(O)[C@H](NC(=O)C1CCN(C(=O)[C@H](Cc2ccccc2)NC(=O)OC(C)(C)C)CC1)C(=O)O (stereo partly drawn)	-0.3%	6%	22%	0%	-13%	-0.7%	-7%	16%	0.6%
O=C(NCCC1=CCCCC1)c1ccc(F)c(S(=O)(=O)N2CCOCC2)c1	-0.1%	15%	-5%	8%	12%	1.0%	-21%	-10%	-3.0%
O=C(Nc1ccccc1C(=O)Nc1ccncc1)c1ccc([N+](=O)[O-])cc1	-0.3%	5%	4%	10%	7%	-1.3%	-20%	11%	0.1%
CN(C)CCCN(C(=O)c1ccc(S(=O)(=O)N2CCc3ccccc32)cc1)c1nc2ccc(Cl)cc2s1	0.3%	13%	-41%	10%	8%	2.3%	-14%	-4%	-1.9%
c1ccc(-c2nc3ccccc3s2)nc1	0.7%&0.2%	8%&9%	-10%&26%	-3%&11%	-22%&12%	-0.1%&1.3%	-52%&-2%	-106%&-115%	-1.1%&-0.8%
Cc1ccc(-n2nc3c(=O)n(CCCC(=O)NCc4ccco4)nc(C)c3c2C)cc1	0.3%	9%	-17%	6%	-5%	-1.9%	4%	27%	-0.9%
CCCOn1c(OCC(C)C)nc2ccccc2c1=O	-0.3%	4%	-32%	16%	-12%	-3.4%	16%	6%	2.8%
C/C(CC(=O)Nc1cccc2c1CCCC2)=N\NC(=O)c1cccc2ccccc12	-0.4%	2%	-25%	20%	-9%	4.6%	-14%	-6%	-2.9%
COc1ccc(NC(=O)N2CCc3ccccc3C2)cc1OC	-0.2%	14%	-6%	12%	-10%	3.9%	-47%	-3%	-1.5%
COc1cc(NC(=O)CSc2nnc(C)s2)cc(OC)c1OC	-0.1%	0%	23%	-2%	4%	-1.0%	-20%	-3%	0.5%
O=C1CSC(c2cccnc2)N1C1CCCCC1 (stereo not drawn)	-0.1%	9%	-2%	28%	18%	-3.3%	4%	8%	3.9%
COc1ccccc1C(=O)N/N=C/c1ccc2c(c1)OCO2	0.0%	10%	-18%	1%	1%	3.1%	-56%	-44%	-0.1%
Cn1c(SCc2nc(-c3ccc(Cl)cc3)no2)nnc1-c1ccco1	-0.1%	10%	2%	4%	0%	4.8%	-9%	-1%	3.8%
O=C(CN1CC(=O)Oc2ccccc21)NCc1ccco1	-0.1%	5%	3%	7%	14%	-0.4%	-26%	3%	-0.7%
Cc1nn(-c2cccc(Cl)c2)c2c1C(c1cccnc1)C(C#N)=C(N)O2 (stereo not drawn)	-0.1%	-1%	20%	15%	-1%	7.4%	39%	-1%	0.0%
CCCCCn1c(=S)[nH]c2cc(C(=O)N3CCCC3)ccc2c1=O	-0.5%	11%	9%	6%	10%	-0.4%	-39%	12%	-0.8%
CC1CCCC(NC(=O)COC(=O)Cc2ccc(Br)cc2)C1C (stereo not drawn)	-0.3%	.	25%	12%	-12%	-6.1%	-21%	21%	-0.5%
COc1ccc2nc(C)cc(Nc3ccc(N4CCN(C)CC4)cc3)c2c1	-0.1%	?	23%	18%	8%	-2.6%	-2%	19%	-0.7%
CCC(C)Sc1nc2c(c(=O)[nH]c(=O)n2C)n1Cc1ccccc1Cl (stereo not drawn)	-0.1%	-1%	-2%	6%	8%	15%	15%	-16%	-1.4%
COc1ccc(S(=O)(=O)N2CCC(C(=O)NCCc3ccccc3)CC2)cc1OC	-0.1%	1%	-5%	6%	13%	0.4%	-22%	18%	1.5%
CC(Nc1ccc(N2CCOCC2)cc1)C(=O)N1c2ccccc2CC1C (stereo not drawn)	1.0%	26%	-24%	21µM*	12%	5.1%	-14%	-1%	-1.9%
COC(=O)C1C(C(C)C)N(c2ccccc2)OC1(C)O (stereo not drawn)	0.2%	4%	-13%	20%	-1%	5.7%	1%	-4%	-0.3%
O=C(NCc1cccc(C(F)(F)F)c1)C1CC(c2c(Cl)cccc2Cl)=NO1 (stereo not drawn)	-0.1%	1%	-12%	12%	-4%	-2.8%	-79%	-28%	2.0%
CCn1c(=O)c(C(=O)CN2CCCc3ccccc32)c(N)n(Cc2ccccc2)c1=O	-0.2%	4%	5%	4%	16%	-2.8%	-10%	-6%	1.3%
COc1ccc2nc(SC)c(C#N)cc2c1	-0.1%	3%	-20%[20 µM]	3%	-3%	-5.6%	-1%	-23%	-1.8%
O=C(NC1CCN(Cc2ccccc2)CC1)C1CCN(c2nnc(-n3cccc3)s2)CC1	0.3%	4%	12%	5%	0%	0.1%	-6%	6%	2.1%
CCOC(=O)NC(=O)CSc1nnnn1-c1ccc(Cl)cc1	0.2%	10%	-3%	-3%	14%	-4.0%	-14%	0%	-1.6%
COc1ccc(-n2c(C)c(C)c3c(NCCN(C)C)ncnc32)cc1	-0.1%	-5%	-24%	20%	3%	2.6%	1%	-14%	1.9%
COc1cccc(NC(=O)C(=O)N/N=C(\C)CC(=O)Nc2ccc(NC(C)=O)cc2)c1	-0.2%	8%	17%	1%	10%	-1.6%	-66%	-24%	-1.0%
COC(=O)C1C(=O)C2=C(CC1C)NC(C)=C(C(=O)OC(C)C)C2c1ccc(OC)c(O)c1 (stereo not drawn)	-0.2%	4%	-17%	-3%	17%	0.7%	1%	-9%	0.5%
O=C(Nc1ccnn1C1CCN(C(=O)c2ccc(F)c(Cl)c2)CC1)C1CC1	0.3%	-5%	21%	9%	0%	-1.6%	-14%	7%	-0.5%
COc1ccc(CN2CCN(C(=O)CC(C)C)CC2)cc1OC	-2.3%	161µM*	2%	14%	16%	-1.9%	4%	24%	-1.2%
Cc1ccc(S(=O)(=O)NCC23C=CC(O2)C2C(=O)N(c4ccccc4)C(=O)C23)cc1 (stereo not drawn)	-0.1%	7%	6%	-1%	-8%	-9.2%	14%	10%	-1.7%
OC(COc1ccccc1)CN1CCCCCC1 (stereo not drawn)	0.5%	1%	5%	-3%	6%	-6.0%	-24%	16%	-0.6%
CC1(NC(=O)CC[N+](C)(C)CCO)CS(=O)(=O)CC1S(=O)(=O)[O-] (stereo not drawn)	0.2%	.	9%	-6%	6%	8.2%	-20%	-3%	4.3%
CCN1C(=O)CC(N2CCN(C(c3ccccc3)c3ccccc3)CC2)C1=O (stereo not drawn)	-0.1%	2%	-19%	6%	7%	6.0%	-14%	-5%	1.2%
CCOC(=O)Nc1ccc2c(c1)N(C(=O)CNC)c1ccccc1CC2	0.4%	8%	11%	3%	12%	5.1%	-7%	-3%	-2.4%
O=c1c2ccccc2ncn1Cc1ccc(Cl)cc1	0.2%	2%	-4%	7%	-8%	-0.8%	-12%	19%	-1.5%
Cc1ccsc1C(=O)N/N=C/C=C/c1ccccc1[N+](=O)[O-]	-0.1%	7%	-13%	8%	-7%	0.9%	-33%	-15%	-1.2%
COc1cccc(Nc2nc3ccc(C(=O)c4ccccc4)cc3n3cnnc23)c1	-0.2%	7%	14%	18%	0%	-2.1%	-3%	2%	-1.2%
COC(=O)c1ccc(Oc2nc3c(c(=O)n(C)c(=O)n3C)n2CCC(C)C)cc1	-0.1%	4%	6%	-1%	5%	-0.6%	15%	16%	-2.4%
COc1ccc(Cc2nc3ccc(C(=O)NCCc4cccc(C)n4)cc3o2)cc1	0.2%	7%	-47%	.	1%	1.6%	-1%	25%	2.5%
Cc1cc(Cl)ccc1OCC(=O)NNC(=O)c1ccco1	0.7%	0%	-14%	5%	-16%	3.3%	-19%	-2%	-0.9%
CCC(=O)N(CCCN(C)C)c1nc(-c2cc(OC)ccc2OC)cs1	-0.2%	6%	11%	4%	22%	-1.8%	-24%	4%	-0.1%
COc1cccc(C(C(=O)NC2CCCC2)N(C(=O)c2ccco2)c2ccccc2F)c1OC (stereo not drawn)	0.5%	2%	-31%	-4%	-7%	2.3%	-12%	13%	-0.1%
S=c1[nH]nc(Cn2cnc3ccccc32)n1-c1ccccc1Cl	-0.2%	8%	7%	10%	4%	2.6%	1%	1%	-0.3%
O=C(NC1=NCCS1)c1ccc(Cl)c(Cl)c1	-0.3%	2%	-34%[20 µM]	8%	5%	7.1%	-60%	-108%	-2.0%
CC(C)CN1C(=O)c2ccc(NC(=O)c3ccccc3F)cc2C1=O	-0.2%	9%	-4%	2%	4%	6.6%	-39%	-12%	-0.5%
CCOc1ccc(S(=O)(=O)n2cc(F)c(=O)[nH]c2=O)cc1	-0.1%	.	-38%[20 µM]	10%	-12%	.	6%	9%	0.3%
CSc1ncc(C(=O)Nc2cccc(S(N)(=O)=O)c2)n1-c1ccccc1	-0.1%	5%	-55%	5%	5%	4.9%	.	.	1.9%
O=C(CCNC(=O)c1ccccc1)NCC1CCCCC1	-0.5%	-14%	14%	8%	-5%	-3.7%	-12%	9%	-0.8%
CC(C)N1CCC(N2CCN(Cc3cc4c(cc3Cl)OCO4)CC2CCO)CC1 (stereo not drawn)	-0.1%	8%	-17%[20 µM]	9%	16%	.	-9%	9%	0.3%
CCn1c2ccc(C)cc2c2n[nH]c(=S)nc21	-0.1%	1%	-26%[20 µM]	13%	14%	-6.1%	-12%	-6%	-0.1%
COC(=O)c1ccccc1NC(=O)CCNC(=O)Cn1cnc2ccccc2c1=O	-0.1%	6%	-15%	-2%	6%	5.0%	-26%	-4%	-1.2%
CCN(C(=O)CN1CCOCC1)c1c(N)n(Cc2ccccc2)c(=O)[nH]c1=O	-0.3%	14%	20%	7%	2%	-3.8%	-38%	17%	2.0%

The list is partial, so the mix of outcomes need not match the whole.
